# Smad3 FoxH1 inh: inhibitors of human Smad3 transcription factor binding; AID 630; TR-FRET Smad3/Dy647-FoxH1 peptide binding, europium anti-His; 88,000 tested, 0.29% active; P84022; inhibition, % at 25 µM;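 active = compounds that reduce the energy-transfer binding signal between the protein and its labelled peptide by more than half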;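 also: 0% = Smad3 plus labelled peptide maximal FRET and 100% = peptide-only background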
# Calb biofilm kill: kills Candida albicans biofilms; C. albicans biofilm + clotrimazole, Alamar Blue; inhibition, % at 6 µM; 85,000 tested, 0.14% active; AID 834;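 active = inhibition above 20%; inactive = inhibition below 20%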;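 also: preformed 24 hr biofilms exposed to compound for 48 hr; 0% = biofilm without compound and 100% = blank killed by clotrimazole plus chlorhexidine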
# sEH act: activators of human soluble epoxide hydrolase | activation, % at 2 µM | P34913 | 91,000 tested, 0.04% active | purified human sEH enzymatic activity, activator screen | AID 717; in the data active = activation above about 37%; also: values of inactives mirror those of a sister screen read the other way
# Target sequence (P34913 whole entry, looked up): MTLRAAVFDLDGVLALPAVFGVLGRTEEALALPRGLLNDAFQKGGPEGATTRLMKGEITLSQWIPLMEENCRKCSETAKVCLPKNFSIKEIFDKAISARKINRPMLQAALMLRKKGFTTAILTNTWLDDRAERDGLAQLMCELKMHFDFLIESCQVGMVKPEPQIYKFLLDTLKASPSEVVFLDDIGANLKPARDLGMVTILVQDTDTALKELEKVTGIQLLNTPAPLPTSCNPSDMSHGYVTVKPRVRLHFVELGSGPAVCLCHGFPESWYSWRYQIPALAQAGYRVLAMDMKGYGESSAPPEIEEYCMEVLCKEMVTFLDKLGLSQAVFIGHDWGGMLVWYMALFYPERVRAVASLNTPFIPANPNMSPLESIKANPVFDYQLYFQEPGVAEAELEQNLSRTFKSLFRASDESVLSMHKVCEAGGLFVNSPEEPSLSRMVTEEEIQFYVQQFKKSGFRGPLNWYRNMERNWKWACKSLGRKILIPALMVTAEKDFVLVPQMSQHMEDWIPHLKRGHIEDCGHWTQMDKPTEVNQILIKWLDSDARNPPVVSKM
# sEH inhibitor: soluble epoxide hydrolase (human) inhibition; recombinant human sEH enzymatic activity assay; inhibition, % at 2 µM; 91,000 tested, 0.34% active; AID 707; in the data active = inhibition above about 80%; also: values of inactives mirror those of a sister screen read the other way; many of its hits are not listed in these tables
# ERa SRC1 pot: ER-alpha (human) coactivator binding potentiation; P03372; TR-FRET ERalpha-LBD/SRC-Cy5 coactivator binding, 2 h; 100 = basal binding, no effect; coactivator binding (% of control), % at 25.6 µM; 86,000 tested, 1.3% active; AID 639; in the data active = activity above about 200%;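 also: binding measured in presence of low estradiol as agonist stimulus; 0% = peptide alone without receptor and 100% = receptor with peptide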
# MT1-MMP txn act: activates MT1-MMP transcription; HT1080 MT1-MMP promoter luciferase reporter, luminescence, overnight; active compounds read high; activation factor at 10 µM; 86,000 tested, 0.16% active; AID 750;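 active = activation factor of at least 2 for MT1-MMP transcription at 10 µM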
# ERb coact inh: blocks coactivator binding to human estrogen receptor beta. Q92731. TR-FRET ER-beta LBD / SRC1-Cy5 peptide binding; receptor agonist-loaded with 1 µM estradiol. inhibition, % at 25.6 µM. 86,000 tested, 1.3% active;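 active = compounds whose percent inhibition of the receptor-coactivator binding signal exceeds about 50% in the single-dose screen, limit read from the data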;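 also: 0% = receptor plus peptide wells without compound and 100% = peptide-only wells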
# Target sequence (Q92731 whole entry, looked up, the tested form may be a part): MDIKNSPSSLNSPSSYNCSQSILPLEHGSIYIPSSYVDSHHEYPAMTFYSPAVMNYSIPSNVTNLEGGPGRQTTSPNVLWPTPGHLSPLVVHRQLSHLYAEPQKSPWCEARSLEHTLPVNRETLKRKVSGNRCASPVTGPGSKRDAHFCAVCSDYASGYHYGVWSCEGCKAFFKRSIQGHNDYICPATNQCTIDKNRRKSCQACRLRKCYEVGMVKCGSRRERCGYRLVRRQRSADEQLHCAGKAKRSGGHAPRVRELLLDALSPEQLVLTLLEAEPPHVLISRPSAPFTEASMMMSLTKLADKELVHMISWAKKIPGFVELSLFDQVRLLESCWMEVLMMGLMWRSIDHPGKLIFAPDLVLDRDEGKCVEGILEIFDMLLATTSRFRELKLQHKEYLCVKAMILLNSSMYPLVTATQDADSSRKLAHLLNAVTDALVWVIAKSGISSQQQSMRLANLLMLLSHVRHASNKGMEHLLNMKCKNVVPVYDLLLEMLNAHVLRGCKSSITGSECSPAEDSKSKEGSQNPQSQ
# Mac1 fbg enh: CD11b/CD18-fibrinogen binding enhancement; P05107+P11215; K562 CD11b/CD18 adhesion to fibrinogen, ATPlite luminescence; activation, % at 10 µM; 93,000 tested, 0.07% active; AID 1499;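 active = 10 µM primary screen giving 50% or more activity, confirmed by 40% or more on retest at that dose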; also: strong numbers were not always called active; reference of the scale not given here
# Mac1 fbg inh: inhibitors of human CD11b/CD18 binding to fibrinogen; P05107+P11215; K562 CD11b/CD18 adhesion to fibrinogen, ATPlite luminescence; Mn2+ added to activate the integrin; inhibition, % at 10 µM; 93,000 tested, 0.54% active; AID 1497;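 active = primary inhibition of 50% or more at 10 µM, then 40% or more on retest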; also: some results filed as inactive read as strong as hits
# * = called active by the depositor; x = no result given; [ ] = dose if it differs, or a comment. Not all compounds are listed (hit frequency here may not be typical).
SMILES,Smad3 FoxH1 inh,Calb biofilm kill,sEH act,sEH inhibitor,ERa SRC1 pot,MT1-MMP txn act,ERb coact inh,Mac1 fbg enh,Mac1 fbg inh
CC(=O)c1cccc(NC(=O)N2CCCC2C(=O)Nc2cccc(C)c2)c1 (stereo unspecified),0.4,4.8,-2.5,1.5,91.4,1.1,-6.3,0.9,4.2
CCOC(=O)C1CCCN(Cc2ccccc2OCC)C1 (stereo unspecified),5.6,1.2,-2.5,2.5,121.8,0.9,1.9,-2.0,-24.2
O=C(C1CCCCC1)N1CCN(c2ncccn2)CC1,7.2,4.9,0.0,0.2,117.7,1.1,-2.5[fluorescence artefact?],-2.7,0.2
CCOC(=O)c1oc2ccc(S(=O)(=O)N3CCC(C)CC3)cc2c1C,x,x,-12.5,11.6,x,1.1,x,0.7,-0.3
Cn1nc(OC(=O)Nc2ccc(F)cc2)cc1C(F)(F)F,3.7,-1.9,-9.9,10.2,97.9,1.4,-4.5,-3.0,5.1
CCOc1ccc(NC(=O)CC2CC(C)(C)OC2=O)cc1 (stereo unspecified),-3.1,6.0,x,x,124.0[fluorescence artefact?],1.2,-1.2,0.3,-5.3
COC(=O)c1ccc(C2/C(=C(\O)c3cccc(OC)c3)C(=O)C(=O)N2CCCN2CCOCC2)cc1 (stereo unspecified),-1.1,6.2,x,x,123.9,1.2,-0.1,2.3,-6.3
C=CCn1c(-c2ccccc2)ccc(C#N)c1=O,x,x,3.9,-6.7,x,x,x,1.9,6.6
Cc1ccccc1-n1c(SC/C(O)=C(\C#N)c2nc3ccccc3[nH]2)nnc1-c1ccncc1,5.0,x,x,x,78.5[fluorescence artefact?],1.2,54.2*,3.0,10.4
COC(=O)c1c(-c2cccc(C)c2)csc1N,5.4,5.5,6.8,-6.5,79.4,1,-24.1,-5.3,30.7
COc1ccccc1C(=O)Nc1cc2ccccc2oc1=O,4.7,-2.2,6.6,-8.1,150.1[fluorescence artefact?],1.7,19.9,11.1,-20.3
Cc1ccc(NC(=O)CCC(C(=O)O)N2C(=O)c3ccccc3C2=O)cc1 (stereo unspecified),8.6,3.0,-3.0,2.8,112.7,1,-3.4,-0.5,-8.6
O=C(NCc1cccs1)c1cccc(N2CCCC2=O)c1,0.2,5.5,5.7,-4.2,111.5,x,-4.2,-1.6,-18.9
Cc1cc(NC(=O)CSC2=NCCS2)no1,5.7[fluorescence artefact?],-0.8,-15.4,13.8,122.1,1,-11.4[fluorescence artefact?],-5.3,-12.9
O=c1nc(-c2ccccc2)c2cc(Cl)ccc2[nH]1,3.0,6.7,9.4,-8.3,100.2,1.1,20.1,-1.8,1.3
CCOC(=O)CSCC(=O)Nc1cc(C)ccc1C,-3.0,8.7,-2.0,0.0,104.9,1.1,-9.4,-0.7,-3.7
CCC1(C(=O)OC)NC(c2ccco2)C2C(=O)N(c3ccccc3)C(=O)C21 (stereo unspecified),2.3,5.8,-6.9,5.8,115.8,1.1,-15.2,-0.9,-0.4
CC(=O)c1c(C)nn(CCC(=O)O)c1C,9.5,6.9,-2.0,0.3,125.6,1.2,-7.7[fluorescence artefact?],-4.1,-12.9
Cc1ccc2c(c1)c1c(n2CC(O)Cn2c(C)nc3ccccc32)CCCC1 (stereo unspecified),-14.0,7.3,x,x,98.8[fluorescence artefact?],x,3.3[fluorescence artefact?],24.3,15.1
Cc1ccc(C(=O)Nc2cc(C)c(OCC(=O)N3CCOCC3)c(C)c2)cc1,2.0,4.9,1.4,-0.7,96.2,x,4.3,-4.4,5.9
COCC(=O)Nc1cc(OC)ccc1OC,4.2,2.7,-7.1,5.4,103.5,1.2,-6.4[fluorescence artefact?],1.9,-18.9
Cc1ccc(S(=O)(=O)N(CC(O)CN2C(=O)NC(C)(C)C2=O)c2ccccc2)cc1 (stereo unspecified),1.3,1.1,x,x,102.7,1.2,0.3,x,x
CCOC(=O)CSc1nnc(-c2cccnc2)o1,1.7,6.7,5.6,-0.4,88.6,1.1,0.9,x,x
O=C(NCc1ccccc1)NC1CC2CCC(C1)N2Cc1ccco1 (stereo unspecified),5.8,7.1,x,x,108.8,1.1,-2.7,3.8,-11.5
O=C(Nc1ccc2c(c1)OCCO2)C1CCCN(S(=O)(=O)c2cccc3nsnc23)C1 (stereo unspecified),18.4,0.4,-58.7,57.4,105.9,1.3,1.5,1.2,-25.9
# Carrying on:
SMILES,Smad3 FoxH1 inh,Calb biofilm kill,sEH act,sEH inhibitor,ERa SRC1 pot,MT1-MMP txn act,ERb coact inh,Mac1 fbg enh,Mac1 fbg inh
O=C(CN1CCN(Cc2ccc3c(c2)OCO3)CC1)N1CCc2[nH]c3ccc(F)cc3c2C1,7.1,4.1,9.3,-4.7,112.5,1,1.2,-2.1,-0.8
CCOc1ccc(C(=O)Nc2ccc(Cl)cn2)cc1Cl,5.8,5.0,-25.1,25.6,107.0,1.4,2.8[fluorescence artefact?],x,x
CCOc1ccc(C2=CS/C(=C(\C#N)c3nnc4n3CCCCC4)N2CC)cc1,11.1,1.9,-9.7,13.0,96.7,0.9,-7.8,7.9,-7.8
Cc1nc2ccccn2c1C(=O)CSc1ccc(Cl)cc1Cl,x,x,2.8,-4.1,x,x,x,-4.7,-4.5
CC(C)OCCCNC(=O)Cn1ncc2c(=O)oc3ccccc3c21,x,x,-8.1,10.0,x,1.1,x,-0.7,-10.2
CC1CCCCC1n1c(=S)[nH]c2ccccc2c1=O (stereo unspecified),6.4,4.8,x,x,177.2,1.1,8.0,-2.8,4.9
CN(c1ccc(C(=O)NCc2ccncc2)cc1)S(C)(=O)=O,14.9,0.6,-3.6,6.0,115.4,1.1,-4.3,0.0,-6.5
CCC(=O)Nc1nnc(SCCOC)s1,-0.8,5.0,6.1,-2.4,106.2,1.4,-8.1,-4.5,0.4
COc1ccc(OCCSc2nnc(-c3ccoc3C)n2C)cc1,-21.2,1.6,x,x,100.8,1.1,-1.7,-1.2,-0.7
CC1CN(c2cc(-c3ccccc3)c3ccccc3n2)CC(C)O1 (stereo unspecified),-6.0,3.6,16.0,-13.8,85.9,1.1,8.3,-2.1,-17.7
CCn1cc(C(=O)NCCCOC(C)C)c2cc(OC)c(OC)cc2c1=O,12.6,5.4,x,x,127.4[fluorescence artefact?],1.1,5.0[fluorescence artefact?],-1.1,7.2
COc1ccccc1Oc1cc(C#N)c(C#N)cc1-n1nnc2ccccc21,x,x,10.2,-10.6,x,x,x,2.2,2.5
COc1ccc2nc(SCC(=O)N(C)C3CCCCC3)c(C#N)cc2c1,-0.3,8.0,9.8,-10.4,148.6[fluorescence artefact?],1.3,8.8,10.3,-25.8
CCN(CC)C(=O)C1CCN(Cc2ccc(Br)cc2)CC1,1.0,0.9,1.3,-1.7,96.9,1.1,-4.4,-5.0,-6.8
CCn1c(CSc2nc3ccccc3s2)n[nH]c1=S,5.3,4.5,-6.7,8.9,79.8,1.3,-12.4,-2.0,1.6
CCOC(=O)Cc1cc(=O)n2[nH]c(-c3ccc(Cl)cc3)cc2n1,0.9,5.6,11.8,-18.3,89.2,1.1,7.0[fluorescence artefact?],-3.9,7.3
C(=C\c1ccccc1)/CSc1nnc(-c2cccnc2)n1Cc1ccco1,1.1,2.2,13.9,-15.4,116.2,1.1,7.5[fluorescence artefact?],-2.3,3.5
CCOC(=O)N1CCN(Cc2nc(-c3cccc(C)c3)no2)CC1,3.3,-0.4,1.7,-3.5,102.1,1.2,12.4,-2.6,-3.9
COC(=O)COc1ccc(S(=O)(=O)NCc2ccncc2)cc1,-2.9,4.5,-21.1,23.2,110.1,1,-5.8,-4.3,79.8*
O=S(=O)(/N=C/c1ccccc1O)c1cccs1,-0.7,5.4,-7.6,6.3,95.3[fluorescence artefact?],1.1,-1.8,2.1,-4.2
COCCCNC(=O)c1cc(C)nc2ccc(F)cc12,0.8,6.5,17.4,-20.3,166.3,1.1,0.1,-4.5,x
COc1ccc(CCNC(=O)CC(NS(=O)(=O)c2ccc(NC(C)=O)cc2)C(C)C)cc1OC (stereo unspecified),-3.5,8.6,10.6,-9.8,138.9,1,4.0,x,x
CCc1nnc(NC(=O)CCC(=O)NCC2CCCO2)s1 (stereo unspecified),6.6,2.0,-7.6,10.3,179.9,1.1,-0.7,-4.1,7.0
Cc1cccc(-c2cc3nc(C)cc(NCCCN(C)C)n3n2)c1,1.5,10.4,-7.5,5.7,128.7,1.1,-7.1,2.7,-3.4
CC1CN(c2cc3nccnc3cc2F)CC(C)O1 (stereo unspecified),7.9[fluorescence artefact?],1.4,-8.3,11.7,99.1,1,-20.4,2.0,-47.6

# Entries of single compounds as entered above:
# CCc1nnc(NC(=O)CCC(=O)NCC2CCCO2)s1 (stereo unspecified) is entered as Smad3 FoxH1 inh: 6.6; Calb biofilm kill: 2.0; sEH act: -7.6; sEH inhibitor: 10.3; ERa SRC1 pot: 179.9; MT1-MMP txn act: 1.1; ERb coact inh: -0.7; Mac1 fbg enh: -4.1; Mac1 fbg inh: 7.0
# CC1CN(c2cc3nccnc3cc2F)CC(C)O1 (stereo unspecified) is entered as Smad3 FoxH1 inh: 7.9[fluorescence artefact?]; Calb biofilm kill: 1.4; sEH act: -8.3; sEH inhibitor: 11.7; ERa SRC1 pot: 99.1; MT1-MMP txn act: 1; ERb coact inh: -20.4; Mac1 fbg enh: 2.0; Mac1 fbg inh: -47.6

# (more compounds)
SMILES,Smad3 FoxH1 inh,Calb biofilm kill,sEH act,sEH inhibitor,ERa SRC1 pot,MT1-MMP txn act,ERb coact inh,Mac1 fbg enh,Mac1 fbg inh
C=CCn1c(C)c(C(C)=O)c(N2CCOCC2)nc1=S,2.3,5.3,-10.6,11.5,126.3,1.2,-1.9,-1.1,-12.8
O=C1Cc2ccccc2N1c1ccccc1,1.8,10.1,x,x,119.8,1.1,-8.2,-3.0,0.6
Cc1cccc(OCC(=O)N(C)CCc2ccccn2)c1,13.4,0.6,-22.1,23.8,115.0[fluorescence artefact?],1.2,12.2,0.1,-8.4
NC(=O)c1ccc(-n2nnnc2Oc2ccccc2)cc1,7.4,-3.5,3.4,-0.8,103.9,1.2,-3.2,2.2,-19.6
Cc1ccc(C)c(N2CCN(C(=O)CNS(=O)(=O)c3cccs3)CC2)c1,1.6,7.0,3.2,-6.2,94.3,1.1,-4.3,0.9,4.2
O=C(CSc1n[nH]c(-c2ccccc2)n1)Nc1ncc(Br)cc1Br,2.3,3.8,-3.3,4.5,82.0,1,5.8,-1.9,2.9
COC(=O)C1=C(C)N(Cc2ccc(OC)c(OC)c2)C(=O)C1,x,x,18.0,-17.4,x,x,x,-5.1,6.2
COC(=O)c1ccc(COc2ccc(C3C4=C(CCCC4=O)Nc4onc(C)c43)cc2)cc1 (stereo unspecified),-8.5,6.0,11.5,-12.9,79.6[fluorescence artefact?],1.2,15.7,3.0,55.5
COc1ccc(N(C)C(=O)c2ccc3snnc3c2)cc1,8.4,6.7,x,x,134.3,1,-26.6,4.7,3.4
Cc1ccc(C(=O)OC2CCS(=O)(=O)c3sccc32)cc1 (stereo unspecified),-8.6,1.3,13.6,-14.0,111.7,0.8,-0.2,-2.5,1.7
CN(Cc1ccccc1)C(=O)NC1CCCCC1,-15.6,5.7,-38.0,39.5,96.1,1,-9.0,x,x
CCCCC1(C)NC(=O)N(CC(=O)Nc2ccc(S(=O)(=O)N3CCOCC3)cc2)C1=O (stereo unspecified),-8.1,6.9,-5.1,3.8,74.0[fluorescence artefact?],1.1,11.5,-3.1,7.3
O=C1c2oc3ccccc3c(=O)c2C(c2ccc(Cl)cc2)N1c1ncccn1 (stereo unspecified),2.4,7.5,x,x,100.2[fluorescence artefact?],1.1,4.0,x,x
CSc1ncc(Cl)c(C(=O)Nc2nnc(SC)s2)n1,-0.9,-1.9,6.3,-6.2,118.8,1,-5.0,0.2,-1.0

# From PubChem BioAssay
